LDHA block: inhibitors of human lactate dehydrogenase A | P00338 | purified LDHA, NADH/diaphorase-resazurin fluorescence; stronger effect = lower value | activity change, % (values are at about 110 or 230 µM) | 0.15% of 480,000 active | AID 1347041; in the data active = activity change below about -30%; inconclusive = mostly about -25% to -30%;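 also: plate controls were DMSO wells for no effect and wells without enzyme for full effect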
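Human LDH5 at 2 nM final in Tris HCl pH 7.4 with 0.06 mM NADH and 0.2 mM pyruvate, reacted 5 minutes at room temperature. Remaining NADH coupled via diaphorase/resazurin; resorufin fluorescence read at 0 and 20 minutes, normalized to enzyme-free and DMSO wells.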
Glioma ERSR ind: inducers of ER stress response in human glioma cells; U87-MG GRP78 promoter luciferase reporter, 16 h; Potency, µM, for the others: at the highest dose activation, actives largely listed as activators; 0.02% of 420,000 active; AID 602332; also: potency is read from the fitted curve at half-maximal effect; series mostly up to about 76 µM; % of control where 0% means no effect; nearly all actives have a fitted effect of over 35% in size
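ERSR induction read as luciferase luminescence (Bright-Glo, 10 min at room temperature) in stably transfected human U87-MG glioma cells exposed to compounds for 16 h, using GRP78 as sensor.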
USP1-UAF1 inh: blocks the human USP1/UAF1 deubiquitinase complex; O94782; recombinant USP1/UAF1, Ub-Rhodamine cleavage fluorescence; Potency, µM (series often up to 57.1 µM), without a hit: at the highest dose activity change, negative = inhibition, usual class: inhibitors; 0.23% of 390,000 active; AID 743255; also: potency is read from the fitted curve at half-maximal effect; % is scaled to controls: 0 for no effect and ±100 for the full control effect; nearly all actives have a fitted effect of over 60% in size; inactives centre near -12
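USP1/UAF1 complex at 1 nM was preincubated with compound for 15 min at room temperature, then Ub-Rho substrate (150nM final) was added. Fluorescence (480/540 nm) was read kinetically, 6 reads every 60 seconds.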
Vif-APOBEC3G blk: blocks the Vif interaction with human APOBEC3G; 0.076% of 410,000 active; AID 602310; Potency, µM (doses to about 46.1 µM), without a hit: at the top dose activity, negative = active, usual class: inhibitors; Q9HC16; HeLa A3G-eYFP + Vif (tagged APOBEC3G with the HIV-1 protein that degrades it), YFP fluorescence, overnight;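 also: potency is read from the fitted curve at half-maximal effect; % is scaled to controls: 0 for no effect and ±100 for the full control effect; nearly all actives have a fitted effect of over 60% in size; hits raise eYFP signal because A3G escapes Vif-driven loss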
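HeLa cells stably expressing Vif and C-terminally eYFP-tagged A3G, seeded overnight at 37 deg C, then exposed to compound by pintool overnight at 37 deg C. Rise in yellow fluorescence (Ex 488/Em 500-530, Acumen) marks blocked Vif-driven A3G degradation.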
mIDH1 inhibitor: human IDH1 R132H inhibition; 0.093% of 390,000 active; Potency, µM (highest dose often 76.6 µM), without a hit: at the highest dose activity change, negative = inhibition, hits mostly inhibitors; IDH1-R132H enzyme, NADPH consumption, diaphorase/resazurin fluorescence; also: potency is read from the fitted curve at half-maximal effect; % is scaled to controls: 0 for no effect and ±100 for the full control effect; nearly all actives have a fitted effect of over 65% in size
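IDH1-R132H (0.5 ug/mL) preincubated 30 min with compound, then NADPH (0.016 mM) and alpha-KG (2 mM) added; 80 min at RT, pH 7.5. Remaining NADPH coupled via diaphorase/resazurin to fluorescence (540/590 nm); concentration-response curves normalized to no-enzyme control.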
TrxR1 substrate: is turned over as a substrate by rat TrxR1; O89049; purified TrxR1 substrate turnover, NADPH consumption readout; Potency, µM (highest dose often 114 µM), without a hit: at the top dose activity change, negative = substrate turnover; 0.01% of 390,000 active; AID 588456; also: potency is read from the fitted curve at half-maximal effect; % is scaled to controls: 0 for no effect and ±100 for the full control effect; nearly all actives have a fitted effect of over 50% in size
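Rat TrxR1, dispensed at 90 nM, was prereduced with 400 uM NADPH (final) for 5 min at ~22 deg C, then incubated with compound 15 min before 400 uM selenite. A first-read NADPH fluorescence drop versus no-compound background flagged substrates.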
PI4K2A inh: blocks human PI4K2A kinase activity; Q9BTU6; purified PI4K2A, ADP-Glo luminescence, 1 h; stronger effect = lower value; activity change, negative = inhibition, % at 76.9 µM; 0.13% of 420,000 active; in the data active = activity change below about -50%; inconclusive = mostly about -30% to -49%;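 also: -100% = wells without enzyme as full effect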
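In this quantitative HTS, ADP production by PI4K2A was quantified luminescently after 1 h at ambient temperature; 100 microM adenosine served as plate-quality control.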
Vif-A3F inh: Vif-A3F binding inhibition; HeLa A3F-eYFP + Vif (tagged APOBEC3F with the HIV-1 protein that degrades it), YFP fluorescence increase; Potency, µM (series often up to 46.1 µM), for inactives: at the highest dose activity, negative = active; 0.2% of 390,000 active; AID 602313; also: potency is read from the fitted curve at half-maximal effect; % of control where 0% means no effect; nearly all actives have a fitted effect of over 65% in size
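Fluorescence increase (Ex 488/Em 500-530) after overnight compound treatment at 37 deg C flags inhibition of Vif-driven A3F-eYFP loss in stable HeLa A3F-eYFP/Vif cells seeded overnight beforehand.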
RXFP1 ag: agonists of human relaxin receptor RXFP1 | Q9HBX9 | HEK293T-RXFP1 cAMP TR-FRET, 30 min; response scale: percent of porcine relaxin response, buffer zero | Potency, µM (doses to about 57.5 µM), without a hit: top-dose activation, hits mostly activators | 0.3% of 370,000 active; also: potency is read from the fitted curve at half-maximal effect; % is scaled to controls: 0 for no effect and ±100 for the full control effect; nearly all actives have a fitted effect of over 60% in size; many of its hits are not listed in these tables
Target sequence (Q9HBX9 whole entry, looked up): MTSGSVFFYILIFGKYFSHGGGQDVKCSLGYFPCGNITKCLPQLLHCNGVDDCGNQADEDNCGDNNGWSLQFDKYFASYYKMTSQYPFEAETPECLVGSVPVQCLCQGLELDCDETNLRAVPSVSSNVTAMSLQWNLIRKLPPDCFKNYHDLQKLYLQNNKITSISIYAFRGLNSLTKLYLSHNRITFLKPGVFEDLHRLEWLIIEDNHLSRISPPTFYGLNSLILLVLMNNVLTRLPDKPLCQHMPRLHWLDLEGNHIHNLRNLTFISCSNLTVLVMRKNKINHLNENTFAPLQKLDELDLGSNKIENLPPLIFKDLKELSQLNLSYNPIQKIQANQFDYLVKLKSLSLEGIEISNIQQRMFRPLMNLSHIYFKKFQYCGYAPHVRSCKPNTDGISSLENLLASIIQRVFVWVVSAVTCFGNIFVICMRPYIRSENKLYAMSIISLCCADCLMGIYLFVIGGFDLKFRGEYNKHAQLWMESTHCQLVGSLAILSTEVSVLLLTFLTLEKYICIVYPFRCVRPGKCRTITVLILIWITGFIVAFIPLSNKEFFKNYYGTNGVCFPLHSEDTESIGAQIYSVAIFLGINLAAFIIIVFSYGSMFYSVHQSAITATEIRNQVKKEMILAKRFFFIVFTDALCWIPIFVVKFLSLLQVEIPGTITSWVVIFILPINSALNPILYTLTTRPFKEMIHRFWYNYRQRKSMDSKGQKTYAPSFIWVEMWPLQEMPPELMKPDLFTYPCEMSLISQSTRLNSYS
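HEK293T cells stably expressing RXFP1 were pretreated with the PDE4 inhibitor Ro 20174, exposed to compounds for 30 min at 37C, lysed, and cAMP was read by TR-FRET. Data normalized to buffer (basal) and 29 nM porcine relaxin (100%).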
* hit, by the source's call; ? = inconclusive; · = no result given; & = joins results of further samples; [ ] = dose if it differs, or a comment. Unless noted, calls follow the shape of the dose curve; as a rule, active = well fitted curve in the direction sought with a large enough effect; inconclusive = small, poorly fitted or top-dose-only effect, or another doubt; inactive = no such curve, though single readings can be large; an effect the other way counts as inactive or inconclusive. Some of the compounds tested. The share of hits here may be higher or lower than overall.

SMILES	LDHA block	Glioma ERSR ind	USP1-UAF1 inh	Vif-APOBEC3G blk	mIDH1 inhibitor	TrxR1 substrate	PI4K2A inh	Vif-A3F inh	RXFP1 ag
CCC(=O)Oc1ccc(NC(=O)c2ccco2)cc1	-1	-2%	-2%	-5%	0%	0%	-12	?	-1.1%
O=C(Nc1ccc(Cl)c(Cl)c1)Nc1ccc(N2CCCC2)c(S(=O)(=O)Nc2ccccc2Cl)c1	-3	-3%	-15%	-8%	4%	1%	1	-17%	-0.1%
Cc1ccccc1NC(=O)Cn1c(=O)n(Cc2ccc3c(c2)OCO3)c(=O)c2ccccc21	-3	-3%	-22%	-21%	-2%	1%	0	-11%	6.3%
COc1ccc(N2CCN(C(=O)CN(c3ccccc3)S(=O)(=O)c3ccc(OC)cc3)CC2)cc1	0	-3%	-7%	-1%	1%	-4%	-6	-7%	-0.8%
COc1cc(OC)cc(C(=O)N[C@H](C(=O)Nc2ccc(NC(C)=O)cc2)C(C)C)c1	2	-1%	-10%	-5%	2%	-11%[57.1 µM]	-4	-23%	-0.3%
CCOc1ccc(NC(=O)C2CCC(CNS(=O)(=O)c3ccc(Br)s3)CC2)cc1 (stereo not drawn)	-11	-2%	-5%	2%	-2%	-3%	5	3%	3.0%
CCN(c1ccc(Cl)cc1)S(=O)(=O)c1nnc(NC(=O)C(C)C)s1	-9&-5	-1%&-5%	-14%&8%	-8%&5%	-10%&0%	-2%&0%	8&-1	-1%&0%	3.4%&2.0%
CCOc1cc(C(=S)N2CCN(C)CC2)ccc1OCC(=O)N1CCOCC1	-2	-2%	-16%	-24%	3%	7%[57.1 µM]	2	7%	1.8%
CN(C)C(=O)CCc1ccc2c3c([nH]c2c1)[C@]1(C)[C@@H](C(=O)N2CCCCC2)C[C@H](CC(=O)NCCCn2ccnc2)C(=O)N1CC3	0	-2%	-18%	-2%	5%	-3%	6	0%	·
CC(=O)Nc1ccc2c(c1)CN(c1cc(C)ccc1C)CO2	8	-6%	1%	0%	5%	-7%	0	-9%	-0.3%
O=C(O)Cc1ccc(NS(=O)(=O)c2ccc3c(c2)OCCO3)cc1	0	-2%	-13%	1%	-1%	·	-2	-7%	·
CCOC(=O)c1ccc(NC(=O)Cc2noc3ccc(C)cc23)cc1	2	-2%	?	-8%	-3%	1%	0	-1%	-3.2%
CC(Sc1nc2c(N)ncnc2n1CCOc1ccccc1)C(=O)O (stereo not drawn)	-6	-4%	-13%	2%	-10%	-3%	-5	0%	-17%
Cc1nnc(NC(=O)CSc2nc(CC(C)C)nc3c2c(=O)n(C)c(=O)n3C)s1	-3	-4%	-19%	3%	-3%	9%	-2	1%	4.7%
CC(C)C[C@H](NC(=O)c1[nH]cnc1C(=O)N[C@@H](C)C(=O)OCc1ccccc1)C(=O)OCc1ccccc1	4	?	-28%	-2%	2%	-4%	-1	0%	·
Cc1ccc(NC(=O)c2c(F)cccc2Cl)cc1S(=O)(=O)N1CCOCC1	1	-5%	-24%	9%	9%	2%	1	5%	0.3%
Cc1ccc(N(CC(=O)N2CCc3ccccc32)S(=O)(=O)c2cccs2)cc1	3	-3%	-7%	2%	2%	0%	-3	-2%	0.1%
C=CCc1cccc2cc(C(=O)NC)c(=O)oc12	1	-3%	-4%	-1%	1%	9%	0	5%	0.2%
O=C(Nc1ccc2nsnc2c1)c1cccs1	-5	1%	-18%	-1%	6%	-1%	-4	4%	0.4%
Cc1ccccc1OCC(=O)N/N=C/c1cccc(Oc2ccc([N+](=O)[O-])cc2[N+](=O)[O-])c1	1	2%	-12%	1%	32%[activator]	-2%	-9	7%	-0.6%
CCOC(=O)C1=NOC2C3CC(C12)C1C(=O)N(CCc2ccc(OC)c(OC)c2)C(=O)C31 (stereo not drawn)	0	-8%	-5%	-2%	9%	4%[57.1 µM]	10	0%	-0.4%
COCc1cccc(-c2csc(C(C)(NC(C)=O)c3ccccc3)n2)c1 (stereo not drawn)	-8	-1%	·	-2%	·	·	1	·	·
COC(=O)c1ccc(OCC2c3cc(OC)c(OC)cc3CCN2C(C)=O)cc1 (stereo not drawn)	-4	-5%	-16%	-2%	4%	6%[57.1 µM]	-6	1%	0.0%
O=C(Nc1ccc(F)cc1F)Nc1ccccc1C(=O)NCCN1CCNC1=O	-4	-3%	-13%	-14%	-1%	5%	8	2%	0.6%
CN(c1ccc(C(=O)NCC2CCCO2)cc1)S(C)(=O)=O (stereo not drawn)	3	0%	-20%	2%	-1%	-5%	2	4%	0.5%
O=CNc1ccc2c3c(cccc13)-c1ccccc1-2	16	5%	-12%	13µM*	4%	39%[activator][57.1 µM]	1	?	·
CC(=O)c1cccc(OCc2cc(C(=O)NC3CCN(Cc4ccccc4)CC3)no2)c1	-1	-1%	-14%	1%	2%	-2%	5	-6%	-1.7%
CCCCn1c(=O)n(-c2cc(OC)ccc2OC)c(=O)c2c3c(sc21)CN(C(C)=O)CC3	-3	0%	-16%	-2%	-8%	1%	4	1%	-2.0%
Cn1ncc(C(=O)Nc2ccc(Cl)cc2)c1C(F)(F)F	-4	0%	9%	2%	3%	6%[57.1 µM]	-4	-12%	3.0%
O=C1c2cccnc2C(Nc2ccccc2Br)N1Cc1ccco1 (stereo not drawn)	-1	0%	-11%	-4%	8%	5%	0	-3%	-0.3%
CN(CCO)CCOCCOc1cccc2ccccc12	-14	-4%	-2%	-6%	4%	8%	10	14%	0.5%
COc1ccc(S(=O)(=O)N(C)c2ccc(C(=O)N3CCCCC3)cc2)cc1OC	-8	0%	-6%	0%	-5%	-1%	-6	?	0.0%
COc1ccc(C)cc1NC(=O)CN1CCN(S(=O)(=O)c2ccc(Cl)cc2)CC1	-4	0%	-13%	-2%	5%	8%[57.1 µM]	1	-3%	0.8%
O=C(NC(Cc1ccccc1)C(=O)O)C1CCN(S(=O)(=O)c2cccc(C(F)(F)F)c2)CC1 (stereo not drawn)	-2	-1%	-16%	4%	0%	3%[57.1 µM]	3	2%	-0.8%
CCCCOc1ccccc1NC(=O)c1scc2c1OCCO2	2	-2%	-18%	-4%	11%	20%[57.1 µM]	-3	-6%	0.0%
Clc1cccc(Cl)c1CN1CCN(c2ncccn2)CC1	1	1%	-22%	-10%	4%	3%	-12	15%	-1.5%
Oc1ccc(Cl)cc1CNn1cnnc1	-3	-4%	-14%	1%	0%	11%[57.1 µM]	5	-11%	4.0%
CN(Cc1nc(-c2ccc(Cl)cc2)no1)S(=O)(=O)c1ccccc1	1	·	8%	·	·	2%	0	·	-0.1%
Cc1ccc2oc(=O)n(Cc3ccc(OC(C)C)cc3)c2c1	4	-3%	-20%	0%	14%	5%	-3	4%	-0.1%
COc1cc(CN2CCCCCC2)cc(Br)c1O	-1	-1%	-15%	2%	2%	0%	2	10%	-0.9%
COc1cc(CC(=O)OCC(=O)NC(C)c2ccccc2)cc(OC)c1OC (stereo not drawn)	1	-4%	4%	-3%	3%	-12%	0	0%	·
Cc1c(C#N)c2ncnc(N)c2n1-c1ccccc1	-7	-4%	-16%	-8%	7%	5%	-2	-6%	3.0%
CCc1cccc(NC(=O)CN(c2ccc(C)c(C)c2)S(=O)(=O)c2ccsc2C(=O)OC)c1	1	-5%	-10%	-3%	4%	1%[57.1 µM]	0	-7%	3.3%
CCCCC(=O)Nc1cccc(C(=O)N/N=C/c2ccc(OC)cc2OC)c1	-1	0%	-9%	0%	-2%	-16%	-3	-10%	-0.1%
COc1ccc(-c2nc3cnccn3c2Nc2ccc3c(c2)OCO3)cc1	7	-5%	-7%	-27%	0%	-3%[57.1 µM]	-2	-3%	-0.8%
CCN1C(=O)c2ccccc2Sc2ccc(C(=O)NCCN3CCOCC3)cc21	-5	-2%	-26%	4%	0%	0%	-2	0%	2.3%
Cc1cccc(CC(=O)NCCc2csc(-c3ccc(C(F)(F)F)cc3)n2)c1	0	-4%	?	3%	6%	8%[57.1 µM]	-2	0%	2.4%
O=C(Nc1ccc(Nc2ccccc2)cc1)c1ccc(Cl)cc1[N+](=O)[O-]	4	-4%	-12%	-1%	12%	5%	-1	-1%	·
CCN(/N=C/c1ccccc1)c1cc(=O)n(C)c(=O)[nH]1	11	-1%	-13%	-1%	16%	-21%	3	-1%	2.9%
C=CCC1NCCc2c(Br)cccc21 (stereo not drawn)	-5&3	-5%	-25%	-1%	7%	0%[57.1 µM]	3	-7%	0.7%

Another view of some results above:
canonical_smiles,LDHA block,Glioma ERSR ind,USP1-UAF1 inh,Vif-APOBEC3G blk,mIDH1 inhibitor,TrxR1 substrate,PI4K2A inh,Vif-A3F inh,RXFP1 ag
CCN1C(=O)c2ccccc2Sc2ccc(C(=O)NCCN3CCOCC3)cc21,-5,-2%,-26%,4%,0%,0%,-2,0%,2.3%
Cc1cccc(CC(=O)NCCc2csc(-c3ccc(C(F)(F)F)cc3)n2)c1,0,-4%,?,3%,6%,8%[57.1 µM],-2,0%,2.4%
